Lmaj promast = Leishmania major promastigote growth inhibition. Leishmania major promastigotes, resazurin fluorescence viability. inhibition, % at 10 µM. AID 1063. hit rate 9% among 200,000; in the data active = inhibition above about 50%;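 also: promastigotes grown with compound for 44 hours at 28 °C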
PMI activator = increases human mannose-6-phosphate isomerase activity; P34949; purified human PMI, coupled resazurin fluorescence, 20 min; stronger effect = higher value; 1 = vehicle control, 0 substrate-free wells; activation factor at 20 µM; hit rate 0.005% among 190,000; AID 1214;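 active = activation factor of 2 or more at 20 µM, relative to plate controls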
Target sequence (P34949 whole entry, looked up): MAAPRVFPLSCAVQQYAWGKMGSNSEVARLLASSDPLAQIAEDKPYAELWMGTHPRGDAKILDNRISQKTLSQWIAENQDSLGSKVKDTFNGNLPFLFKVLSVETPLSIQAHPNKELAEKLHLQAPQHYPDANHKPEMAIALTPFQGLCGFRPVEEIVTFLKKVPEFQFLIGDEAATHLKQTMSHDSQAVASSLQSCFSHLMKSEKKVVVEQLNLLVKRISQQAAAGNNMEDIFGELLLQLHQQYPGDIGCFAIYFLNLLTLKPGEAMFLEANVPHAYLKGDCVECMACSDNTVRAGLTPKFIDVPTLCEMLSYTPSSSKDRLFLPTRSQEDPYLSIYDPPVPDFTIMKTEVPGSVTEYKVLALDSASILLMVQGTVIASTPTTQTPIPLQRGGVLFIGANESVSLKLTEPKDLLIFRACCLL
TNAP act hiacc = activators of human TNAP at high phosphate acceptor concentration. activation factor at 20 µM. purified TNAP, CDP-star luminescence, 1 M DEA, 30 min; stronger effect = higher value; 0 = EDTA background, 1 = DMSO-only activity. AID 1136. 200,000 tested, under 10 active;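 active = activation factor at least 2 at 20 µM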
Target sequence (P05186 whole entry, looked up): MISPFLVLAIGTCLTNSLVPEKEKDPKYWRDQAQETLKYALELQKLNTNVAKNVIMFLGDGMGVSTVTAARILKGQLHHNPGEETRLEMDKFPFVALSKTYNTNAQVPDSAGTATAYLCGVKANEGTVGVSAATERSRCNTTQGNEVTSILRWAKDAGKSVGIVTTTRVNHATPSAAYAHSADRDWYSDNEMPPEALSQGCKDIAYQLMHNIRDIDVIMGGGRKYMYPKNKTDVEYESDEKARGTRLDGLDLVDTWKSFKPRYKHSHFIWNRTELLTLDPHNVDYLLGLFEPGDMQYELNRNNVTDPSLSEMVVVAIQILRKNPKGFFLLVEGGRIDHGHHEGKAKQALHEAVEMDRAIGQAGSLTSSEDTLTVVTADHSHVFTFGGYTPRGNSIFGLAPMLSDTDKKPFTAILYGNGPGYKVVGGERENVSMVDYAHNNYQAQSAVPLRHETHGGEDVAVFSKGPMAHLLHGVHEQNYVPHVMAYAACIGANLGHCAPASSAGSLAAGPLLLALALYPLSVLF
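Control set: EDTA negative control, DMSO positive control / Assay system: human TNAP / Quantity: TNAP 1/800 final / Evaluation: TNAP activation factor scaled between EDTA and DMSO control wells / Measured by: luminescent substrate turnover signal / Compound dosing: one dose, 20 µM / Times: 30 min enzyme reaction at room temperature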
TNAP inh noacc = inhibitors of human TNAP without phosphate acceptor; hit rate 0.26% among 200,000; purified TNAP, CDP-star luminescence, 30 min; AID 1012; P05186; inhibition, % at 20 µM;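 active = tissue-nonspecific alkaline phosphatase inhibition above about 50% at 20 µM in the single-dose screen, limit read from the data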;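 also: 0% = DMSO negative control and 100% = EDTA positive control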
bIAP activator = intestinal alkaline phosphatase (bovine) activation; purified bovine IAP, CDP-star luminescence, 30 min; stronger effect = higher value; fold of DMSO-control signal, blank-subtracted; activation factor at 20 µM; hit rate 0.17% among 200,000; AID 1016;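 active = activation factor of 2 or more at 20 µM, a signal rise over negative controls twice the positive control's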
PMI act satM6P = increases human PMI activity with near-saturating mannose 6-phosphate; AID 1216; coupled PMI enzyme assay, resazurin fluorescence, 20 min; stronger effect = higher value; 1 = untreated enzyme, 0 = substrate-free blank; P34949; activation factor at 20 µM; hit rate 0.34% among 190,000;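 active = activation factor of 2 or more at 20 µM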
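Technique: Diaphorase-driven resazurin-to-resorufin fluorescence, excitation 544, emission 590 nm | Assay system: Human PMI in coupled enzyme assay | Times: Enzyme reaction with compound 20 min at room temperature | Medium: HEPES-buffered pH 7.4 with magnesium and detergent | Reagent: Mannose-6-phosphate 1.0 mM (near-saturating) plus 0.22 mM NADP+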
TNAP inh hiacc = inhibitors of human TNAP at high phosphate acceptor concentration | P05186 | purified TNAP, CDP-star luminescence, 1 M DEA | inhibition, % at 20 µM | hit rate 0.03% among 200,000 | AID 1135;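 active = over 50% inhibition of tissue-nonspecific alkaline phosphatase at 20 µM in the single-dose screen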;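 also: plate controls were DMSO wells for no effect and EDTA-quenched wells as full inhibition for full effect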
Diaph inh CS = counter-screen for diaphorase-based assays: diaphorase inhibitors and chemical oxidizers | diaphorase resazurin-to-resorufin fluorescence, NADH, 16 min; bacterial (C. kluyveri) enzyme, not human | hit rate 0.69% among 190,000 | inhibition, % at 20 µM;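 active = primary screen inhibition at 20 µM above a set limit, cut at about 50% in these data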;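 also: plate controls were DMSO with full reaction for no effect and wells lacking NADH for full effect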
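Benchmarks: positive control wells lacking NADH, neutral wells with DMSO only. System: bacterial diaphorase enzyme (C. kluyveri). Input: 0.14 U/mL diaphorase, enzyme working solution. Detection: resorufin fluorescence, excitation 544 nm, emission 590 nm. Times: 16-min room-temperature incubation before reading.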
Diaph act CS = counter-screen for diaphorase-based assays: diaphorase activators and chemical reducers; Diaphorase/resazurin coupled assay, resorufin fluorescence, 16 min; stronger effect = higher value; 1 = vehicle wells, 0 = NADH-free wells; activation factor at 20 µM; hit rate 0.005% among 190,000; AID 1229;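 active = diaphorase activity raised at least twofold by the compound at 20 µM; inactive = activation factor below 2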
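Material: Clostridium kluyveri diaphorase, purified enzyme; Quantity: enzyme 0.07 U/mL final; Medium: HEPES pH 7.4 buffer with MgCl2 and Tween 20; Dosing: single compound dose of 20 µM, 1% DMSO final; Schedule: 16 min reaction at room temperature; Measured by: red resorufin fluorescence at 544/590 nm excitation/emission.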
bIAP inh = blocks bovine intestinal alkaline phosphatase activity; purified bovine IAP, CDP-star luminescence, 30 min; inhibition, % at 20 µM; 190,000 tested, under 10 active; AID 1019;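 active = over 50% inhibition of intestinal alkaline phosphatase at 20 µM in the single-dose screen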
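System: purified bovine intestinal alkaline phosphatase (IAP) enzyme; Input: IAP diluted 1/65,000,000 in the well; Measured by: CDP-star luminescence signal; Compound dosing: 20 µM single dose; Incubation: 30 min reaction at room temperature.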
An asterisk follows results filed as active; · = no result given. Compounds as they come. Share with any hit: about 10%.

Every second line gives: Lmaj promast	PMI activator	TNAP act hiacc	TNAP inh noacc	bIAP activator	PMI act satM6P	TNAP inh hiacc	Diaph inh CS	Diaph act CS	bIAP inh
1	Cc1ccc(C)c(NC(=O)Cn2nc([N+](=O)[O-])c(Br)c2C)c1
→ 73*	1	1	-8	0.7	1	-3	8	0.9	31
2	CCCCCCNC(=O)c1cc(-c2ccco2)nc2ccccc12
→ 0	1.1	1	0	1	1.1	3	9	0.9	5
3	Cc1ccc(-c2ccc(=O)n(CCC(=O)NCc3ccccn3)n2)cc1
→ -3	0.9	1	-11	0.9	1	-4	4	1	9
4	Nc1nc(-c2ccccc2)nn1S(=O)(=O)c1ccccc1
→ 3	0.9	1	4	1	0.9	-5	25	0.8	2
5	Cc1ccccc1OCC(=O)NCC(=O)N/N=C/c1cccc([N+](=O)[O-])c1
→ 4	1	1	-5	1	1	-1	-4	1	2
6	CCC(C)C(=O)Nc1nnc(SCC(=O)Nc2ccc(F)cc2)s1 (stereo unspecified)
→ 4	·	1	-7	1	·	-1	·	·	2
7	Cc1cccc(N2C(=O)CC(N3CCC(c4nc5ccccc5[nH]4)CC3)C2=O)c1 (stereo unspecified)
→ -4	1	1	-20	1	1	-4	10	0.9	5
8	O=C(c1ccc2c3c(cccc13)CC2)N1CCOCC1
→ -1	1.1	1.1	-9	1	1	-7	-2	1	-2
9	CC(/C=N/NC(=O)CSc1nnc(SCc2ccccc2)s1)=C\c1ccco1
→ -8	0.8	1	0	1.1	0.5	1	28	0.7	-6
10	O=C(NCc1ccc(Cl)cc1)C1C2C=CC3(CN(Cc4cccnc4)C(=O)C13)O2 (stereo unspecified)
→ -6	0.9	1	-7	1	0.9	-2	13	0.9	5
11	COc1cccc(CC(=O)Nc2nccs2)c1
→ -3	0.9	1	-2	0.9	0.8	-2	23	0.8	11
12	COc1cc(C(=O)OCC(=O)N2CCCCC2C)ccc1OCc1c(C)noc1C (stereo unspecified)
→ -7	1.1	1	6	1.1	1.1	-4	-12	1.1	-9
13	O=C(Nc1ccc(C(=O)O)cc1)/C(=C\c1ccc2c(c1)OCO2)NC(=O)c1ccc(Br)o1
→ -3	1.1	1.1	-18	0.9	1.1	-5	7	0.9	12
14	N/C(=N\c1nc2c(c(=O)[nH]1)CCCC2)Nc1ccc(Oc2ccccc2)cc1
→ 3	1	1.1	-17	0.9	1	-12	18	0.8	12
15	Cc1cc(C)c(Cn2ncn(-c3ccc(Br)cc3)c2=O)c(C)c1
→ -4	0.9	1	-5	1	1	-2	-4	1	-1
16	COC(=O)c1ccc2c(=O)n(CC3CCCO3)c(=S)[nH]c2c1 (stereo unspecified)
→ 15	1	1.1	-7	0.9	1	-9	5	1	6
17	O=C(c1ccccc1)N1CCN(C(=O)N2CCOCC2)CC1
→ -2	1.1	1	-13	0.9	1.1	-5	6	0.9	8
18	O=[N+]([O-])C(=C1SCCS1)C(=C(Cl)Cl)N1CCCCC1
→ 13	0.8	1	-2	0.5	0.8	3	23	0.8	·
19	Cn1c(=O)c2c(-c3ccc(C(C)(C)C)cc3)n(N3CCOCC3)cc2n(C)c1=O
→ 0	1	1.1	-7	1.1	1	-7	-3	1	-6
20	CC(CN1C(C)CCCC1C)OC(=O)c1ccccc1Cl (stereo unspecified)
→ 9	1.2	1	-2	0.8	1.1	1	3	1	18

A second format for part of the listing above:
no.	SMILES	Lmaj promast	PMI activator	TNAP act hiacc	TNAP inh noacc	bIAP activator	PMI act satM6P	TNAP inh hiacc	Diaph inh CS	Diaph act CS	bIAP inh
20	CC(CN1C(C)CCCC1C)OC(=O)c1ccccc1Cl (stereo unspecified)	9	1.2	1	-2	0.8	1.1	1	3	1	18
15	Cc1cc(C)c(Cn2ncn(-c3ccc(Br)cc3)c2=O)c(C)c1	-4	0.9	1	-5	1	1	-2	-4	1	-1

Next results:
Every second line gives: Lmaj promast	PMI activator	TNAP act hiacc	TNAP inh noacc	bIAP activator	PMI act satM6P	TNAP inh hiacc	Diaph inh CS	Diaph act CS	bIAP inh
21	Cc1cccc(OCC(=O)Nc2ccccc2C(=O)N2CCOCC2)c1
→ -5	1	1	-10	1	1	1	7	0.9	0
22	O=C(COc1ccccc1[N+](=O)[O-])c1ccccc1
→ 99*	1	0.9	11	0.9	0.9	9	17	0.8	7
23	N#Cc1ccc(OCc2nnc(-c3ccc([N+](=O)[O-])cc3)o2)cc1
→ -4	1	1	-13	1.1	0.9	-3	13	0.9	-8
24	COc1cccc(NC(=O)CNC(C)CCC(C)C)c1 (stereo unspecified)
→ 8	1.1	1.1	4	0.9	1	-10	6	0.9	7
25	CCCCOP(=O)(c1ccc(N(C)C)cc1)C(O)c1ccncc1 (stereo unspecified)
→ -7	0.9	1.1	-3	1	0.9	-10	21	0.8	-1
26	CCOC(=O)C1(Cc2ccc(OC)cc2)CCN(C(=O)c2cc3ccccc3[nH]2)CC1
→ 9	0.8	1	-8	0.9	0.7	3	31	0.7	7
27	COc1cccc(/C(O)=C2/C(=O)C(=O)N(Cc3cccnc3)C2c2ccco2)c1 (stereo unspecified)
→ -7	1.1	1	2	1	1.1	-3	9	0.9	1
28	COc1cc(NC(=O)CN2CCN(Cc3ccc4c(c3)OCO4)CC2)cc(OC)c1
→ 86*	0.9	1.1	-12	1.1	0.9	-9	21	0.8	-11
29	O=C(O)COc1cccc2nsnc12
→ -5	0.9	1.1	-8	0.9	0.6	-6	29	0.7	8
30	CC1=CC(=C(C#N)C#N)C=C(C)N1CCN1CCN(C(=O)Nc2cccc(Cl)c2)CC1
→ -2	1	1	-19	1	0.9	-4	10	0.9	0
31	COc1ccc(-c2c(C)nn(-c3ccccc3)c2N)cc1
→ 2	0.9	1	-10	0.9	0.9	-4	25	0.8	11
32	Cc1cccc(C)c1NC(=O)COC(=O)C1Cc2ccccc2CN1C(=O)c1ccccc1 (stereo unspecified)
→ 39	1	1.1	-8	1	1	-6	15	0.8	1
33	COC(=O)C(CCSC)NC(=O)Cn1ncc2c(=O)oc3ccc(C)cc3c21 (stereo unspecified)
→ -3	1	1	-12	0.9	1	2	21	0.8	8
34	O=C(Nc1ccc2c(c1)OCO2)c1ccc(COc2ccc3c(c2)CCC3)o1
→ -5	0.8	1	-10	0.8	0.9	-4	17	0.8	23
35	CCCCOC(=O)Nc1nnc(COc2ccccc2)s1
→ -12	1.1	1	-4	0.9	1	0	-8	1.1	11
36	CC(=O)NNC(=S)NCCc1ccccc1
→ -10	1	1	-88	1.3	1	1	4	1	-33
37	CC(=O)NNC(=S)NC(=O)C(c1ccccc1)c1ccccc1
→ -1	1	1.2	-123	2.7*	1.1	-16	14	0.9	-172
38	CN(C(=O)c1ccc(OC2CCN(S(=O)(=O)N(C)C)CC2)cc1)C1CCCCC1
→ -1	1	1.1	-12	1	1	-8	13	0.9	-3
39	Cc1cccc(N2CCN(C(=O)c3ccc(N4CCCC4=O)cc3)CC2)c1C
→ 2	1	1	-7	1.1	0.9	-2	17	0.8	-10
40	CCNC(=O)NC(=O)CSc1cccc(C(F)(F)F)c1
→ -5	1.1	1.1	6	0.9	1	-6	1	1	12
41	Cc1ccc(S(=O)(=O)NNC(=O)C(=O)NNS(=O)(=O)c2ccc(C)cc2)cc1
→ 9	1	0.9	14	1.3	0.9	5	9	0.9	-28
42	Cc1onc(-c2c(Cl)cccc2Cl)c1C(=O)NC1C(=O)N2C1SC(C)(C)C2C(=O)O (stereo unspecified)
→ -4	1	1	-4	1	1.1	3	2	1	-5
43	CCn1c(=O)c2cc(C(=O)NCc3cccs3)sc2c2ccccc21
→ -8	0.9	1.1	-11	1.1	1	-8	34	0.7	-5
44	CN(C)c1ccnc(-n2cccc2/C=N/OCc2ccc(F)cc2Cl)c1C#N
→ 16	1	1	-14	1	1	-4	13	0.9	-3
45	COc1ccc(C(=O)Oc2ccc(F)cc2C(=O)/C=C/c2ccc(OC)c(OC)c2)cc1
→ 35	0.8	1	-11	0.9	0.9	1	23	0.8	8
46	COc1cc(/C=N/NC(=O)c2cc(-c3ccccc3OC(C)C)nc3ccccc23)ccc1O
→ 32	1	1	2	1.2	1.1	-4	0	1	-23
47	O=C(O)COc1ccc2nsnc2c1Cl
→ -4	0.9	1	-2	0.8	0.8	0	20	0.8	15
48	CCCCC(=O)Nc1ccc(C(N)=O)cc1
→ -9	1	1	-10	0.8	0.9	-1	7	0.9	15
49	Cc1ccc(Cl)c(OCC(=O)NCc2ccco2)c1
→ -2	0.9	1	-10	0.9	1	-5	5	0.9	13
50	Cc1cnc(NC(=O)CSc2nnc(-c3ccccc3)n2Cc2ccccc2)s1
→ 12	1.1	1	-4	0.8	1.1	-1	3	1	17
51	Cc1cc(Oc2ccc(Cl)cc2)nc(SCC(=O)c2ccccc2)n1
→ 96*	0.9	1	-7	1.1	1	4	6	0.9	-8
52	Cc1cc(/C=N\NC(=O)CC(=O)NC2CCCCC2)c(C)n1-c1ccc(Cl)cc1
→ -4	0.8	1	-6	1	0.8	-4	32	0.7	3
53	CCOc1ccc(NC(=O)c2sc(N3CCOCC3)nc2-c2ccccc2)cc1
→ 46	0.9	1	-1	1	1	3	12	0.9	-5
54	COc1cc(OC)cc(C(=O)N2CCN(C(=O)c3ccc(OC)c(OC)c3)CC2)c1
→ -7	1	1	-10	1	1	-2	10	0.9	-4
55	CCOC(=O)C1CCN(S(=O)(=O)c2ccc(OC)c(Cl)c2)CC1
→ 7	0.9	1	-5	1.1	1	-2	7	0.9	-6
56	Cc1nc2c(c(C)c1C#N)C(=O)c1ccccc1-2
→ 5	1	1	-15	1	1	-2	16	0.8	4
57	CCOC(=O)C1CCCN(S(=O)(=O)Cc2ccccc2)C1 (stereo unspecified)
→ -7	0.9	1	-10	0.9	1	-3	14	0.9	8
58	O=C(NC1(C(F)(F)F)NC(=O)N(Cc2cccnc2)C1=O)c1ccc(F)cc1 (stereo unspecified)
→ -3	1	1.1	-14	1	1.1	-7	11	0.9	2
59	O=C(O)c1cccc(S(=O)(=O)NCc2cccs2)c1
→ -5	0.9	1	-6	1	0.9	1	22	0.8	-4
60	COc1c(C)cccc1C(=O)Nc1ccc(N2CCOCC2)c(Cl)c1
→ 25	0.9	1.1	-5	1.1	1	-9	2	1	-12
61	CN1C2=C(C#N)C(c3ccccc3)(C(F)(F)F)NC(=O)N2c2ccccc21 (stereo unspecified)
→ 1	1	1	-22	0.9	1	-1	3	1	8
62	CCOc1ccccc1C1CC(c2ccc(Br)cc2)Nc2nc(N)nn21 (stereo unspecified)
→ 7	0.9	1.1	-6	1.1	0.9	-6	3	1	-10
63	CC(=O)c1cccc(NS(=O)(=O)N(C)C)c1
→ -6	1	1	-8	1	1	0	-2	1	4

From PubChem
